High-throughput results as filed in PubChem BioAssay.
PGC1a acetyl inh = modulators of PGC1a acetylation; U2OS PGC1a acetylation, AlphaScreen anti-acetyl-lysine; with virally co-expressed GCN5 acetyltransferase; actives 0.17% (n = 350,000); inhibition, % at 15.6 µM;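 active means every replicate shows inhibition of at least 40%; inconclusive means mean inhibition at least 40% but some replicate below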;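 further: 0% = neutral control wells and 100% = positive control wells; some results beyond the cut were filed as inactive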
Xi reactivation = reactivates the inactive X chromosome in mouse fibroblasts; activation, % at 7.58 µM; AID 743238; actives 0.055% (n = 360,000); XiGFP mouse fibroblasts, % GFP-positive cells imaging, 3 d; cells co-treated with 5-aza-dC sensitizer; scaled so ellipticine positive control = 100%;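 active means mean normalized replicate activation at least 10% and every replicate at or above 10%; inconclusive means only one of the two criteria met; inactive means mean below 10% and not all replicates reach 10%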;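 further: 0% = median of on-plate neutral control wells and 100% = ellipticine 6 µM median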
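Material: SV40-immortalized XiGFP fibroblast cells, line 68-5-11 | Buffer or medium: DMEM containing 5-aza-dC | Dosing: One concentration, pinned | Times: 3 d treatment, 15 min room-temperature fixation | Controls: Ellipticine 6 µM positive control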
Statin myotox sup = suppression of simvastatin myotoxicity; C2C12 myotubes + simvastatin, ATP luminescence, 48 h; scaled: DMSO 0, geranylgeraniol control 100; rescue of ATP level, % at 7.49 µM; actives 0.78% (n = 330,000); AID 602340;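 active means mean ATP rescue above about 67%, or every replicate alone reaching that limit, limit read from the data, passing the limit was not always enough; inconclusive means no clear call, values can overlap the other calls; inactive means mean under the limit and some replicate under it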;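 further: myotubes were challenged with 10 µM simvastatin during compound exposure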
Cneo AK release = Cryptococcus neoformans lysis via adenylate kinase release; AID 651654; C. neoformans lysis, adenylate kinase release luminescence, 4 h; normalised: neutral wells 0, clomiphene wells 100; lysis activity, % at 15 µM; actives 0.2% (n = 360,000);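 active means mean lysis activity across replicates of at least 80%, whatever share of replicates individually reach that level; inactive means mean lysis activity below 80%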
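Assay system: C. neoformans cells. Amount: yeast cell density of 5 × 10^6 cells/mL. Technique: AK luminescence. Buffer or medium: YPD. Times: static 4 h at 37 °C with compound, 1 h detection. Dosing: single-point compound dose. Read-out: lysis from increased AK signal.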
SIRT5 block = inhibitors of human sirtuin-5 desuccinylase | Q9NXA8 | Purified SirT5, succinyl-peptide AMC, trypsin-coupled fluorescence | inhibition, % at 15 µM | actives 1.1% (n = 330,000); in the data active means inhibition above about 15%; inconclusive means no clear call, values can overlap the other calls
S100A4 MyoIIA = S100A4-myosin IIA interaction inhibition. P26447. S100A4/TAMRA-MyoIIA peptide fluorescence polarization. actives 0.14% (n = 360,000). inhibition, % at 10.7 µM;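 active means mean inhibition of at least 70% across replicates, with every replicate also reaching that level; inconclusive means mean inhibition reaches 70% but some replicates fall short; inactive means mean inhibition below 70%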
Target sequence (P26447 whole entry, looked up): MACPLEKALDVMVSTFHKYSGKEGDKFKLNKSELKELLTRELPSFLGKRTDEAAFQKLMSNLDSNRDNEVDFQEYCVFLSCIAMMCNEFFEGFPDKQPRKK
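Test system: S100A4 monomer protein. Medium: HEPES buffer with Ca2+, pH 7.2. Reagent: fluorescent myosin IIA peptide, 5 nM. Compound dosing: single-point compound testing. Timing: 5 min between mix addition and reading. Benchmarks: DMSO neutral and TFP positive wells.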
ERAP1 inh = inhibitors of human ERAP1 aminopeptidase | actives 0.15% (n = 340,000) | inhibition, % at 10.7 µM | recombinant ERAP1, Leu-AMC fluorescence, 60 min | Q9NZ08;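 active means mean replicate inhibition of at least 30%, or all replicates individually reaching that 30% level; inactive means mean below 30% and not every replicate reaching it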;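 further: 0% = neutral control wells and 100% = L-leucinethiol positive control wells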
Target sequence (Q9NZ08 whole entry, looked up): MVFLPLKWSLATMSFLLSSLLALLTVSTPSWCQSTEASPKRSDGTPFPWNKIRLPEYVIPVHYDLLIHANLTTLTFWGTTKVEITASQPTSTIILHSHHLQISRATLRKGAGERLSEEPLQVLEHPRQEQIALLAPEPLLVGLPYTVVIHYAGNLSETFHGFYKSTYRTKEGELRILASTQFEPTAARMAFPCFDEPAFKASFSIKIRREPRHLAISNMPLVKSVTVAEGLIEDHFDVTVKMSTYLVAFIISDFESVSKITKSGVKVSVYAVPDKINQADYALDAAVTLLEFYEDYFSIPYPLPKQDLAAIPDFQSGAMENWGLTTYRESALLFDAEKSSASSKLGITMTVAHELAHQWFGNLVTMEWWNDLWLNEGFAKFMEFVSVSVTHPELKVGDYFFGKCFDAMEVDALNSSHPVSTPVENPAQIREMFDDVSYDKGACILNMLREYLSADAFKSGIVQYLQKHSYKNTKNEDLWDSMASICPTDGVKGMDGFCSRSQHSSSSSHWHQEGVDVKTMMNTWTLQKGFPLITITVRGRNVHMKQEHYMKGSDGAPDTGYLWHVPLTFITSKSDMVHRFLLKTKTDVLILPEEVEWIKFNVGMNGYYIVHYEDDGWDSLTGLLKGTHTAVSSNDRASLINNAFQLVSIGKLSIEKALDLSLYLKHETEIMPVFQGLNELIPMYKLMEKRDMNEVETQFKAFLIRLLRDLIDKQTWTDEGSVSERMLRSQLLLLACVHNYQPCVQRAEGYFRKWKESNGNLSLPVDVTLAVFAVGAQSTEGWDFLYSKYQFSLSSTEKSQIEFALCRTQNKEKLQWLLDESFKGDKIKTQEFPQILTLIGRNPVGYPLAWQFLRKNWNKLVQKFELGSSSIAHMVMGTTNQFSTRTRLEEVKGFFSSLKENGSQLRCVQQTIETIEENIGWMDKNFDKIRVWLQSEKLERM
LGR2 inh = inhibitors of bursicon-induced Drosophila LGR2 receptor cAMP signaling. HEK293 LGR2, CRE-luciferase, bursicon-stimulated, 4 h. inhibition, % at 9.99 µM. actives 0.35% (n = 380,000). AID 720647;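 active means drop in luminescence signal, shown as inhibition above about 50% in the replicate tests, limit read from the data, passing the limit was not always enough; inconclusive means probably only some replicates passing the limit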;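 further: agonist challenge used bursicon conditioned medium at about half maximal strength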
* hit, by the source's call; ? = inconclusive; · = no result given. The list is partial; count on the stated rates, not on these rows.

SMILES	PGC1a acetyl inh	Xi reactivation	Statin myotox sup	Cneo AK release	SIRT5 block	S100A4 MyoIIA	ERAP1 inh	LGR2 inh
CC(C)(C)OC(=O)NCCc1onc(-c2cccc([N+](=O)[O-])c2)c1C(=O)O	-2	0.1	10	·	-4	-1	·	-25
C/C(CC(=O)Nc1cccc(Cl)c1C)=N\NC(=O)Cc1csc(N)n1	-9	-0.1	·	1	0	-3	3	15
Cc1cccc(C)c1OCCOC(=O)c1cccc(S(=O)(=O)N2CCOCC2)c1	1	0.3	-4	-2	0	6	-1	-5
CCc1ccc(C(=O)COC(=O)c2cccnc2Cl)cc1	5	0.0	-2	·	-4	-4	-1	-73
O=c1oc2ccccc2n1Cc1cccc(Cl)c1	2	0.0	9	·	-3	9	-1	·
COc1ccc(-c2cn(-c3ccc(C)cc3C)c(=S)[nH]2)cc1OC	·	0.3	9	·	5	-7	2	-6
COc1ccc(CCNC(=O)/C(C#N)=C2\N=C(NC(=O)c3cccs3)c3ccccc32)cc1	·	0.0	·	·	0	5	-4	·
COC1CCCN(C(=O)c2cccc(OC3CCN(S(C)(=O)=O)CC3)c2)C1 (configuration not stated)	-6	0.1	-1	-4	-14	-7	-3	-9
Cc1nnsc1C(=O)NNc1ccc(C(C)(C)C)cc1	2	0.1	·	4	-2	-1	0	·
CN(C)CCCNC(=O)[C@@H]1[C@@H](CO)[C@@H]2Cn3c(ccc(-c4cccc(C(=O)N(C)C)c4)c3=O)[C@H]1N2	1	0.7	-12	41	-25	9	1	-1
COc1cccc(C(=O)NCC2CCCN(C(=O)Cc3cccc(C)c3)C2)c1OC (configuration not stated)	-2	0.4	0	0	·	0	-3	8
C[C@@H]1CN([C@@H](C)CO)S(=O)(=O)c2ccc(C#CC3CC3)cc2O[C@H]1CN(C)C(=O)c1ccccn1	-21	0.2	-10	1	-2	7	2	16
Cc1cc(C)c(C(=O)N2CCCC(CNS(=O)(=O)N(C)C)C2)o1 (configuration not stated)	-17	0.3	-6	11	-6	-11	2	9
Cc1cccc(NC(=O)CNC(=O)CSc2nnc(C(F)(F)F)n2C)c1C	1	0.4	1	-1	1	3	-2	9
CC(C)NC(=O)c1cc(-c2ccc(F)cc2OC(C)C)n[nH]1	8	0.1	-1	2	·	-1	-4	0
CCCCCCCCN1C(=O)N(Cc2ccc(OC)cc2)S(=O)(=O)c2ccc(F)cc21	·	0.0	·	·	2	0	-2	2
Cc1cccc(NC(=O)CCN2CCC(C)CC2)c1	6	0.0	-1	1	0	-23	0	·
CCS(=O)(=O)N1CCCCN2[C@H](CO)[C@H](c3ccc(-c4ccccc4F)cc3)[C@H]2C1	2	0.0	24	4	2	2	2	11
COc1ccc(NC(=O)Nc2ccc3c(c2)[C@H]2C[C@@H](CC(=O)NCC(F)(F)F)O[C@@H](CO)[C@H]2O3)cc1	6	0.4	1	58	1	-2	2	-6
Cc1cc(C(=O)CSc2n[nH]c(N)n2)c(C)n1-c1ccccc1	0	·	7	-7	·	·	·	-19
COc1cc(C(=S)N2CCOCC2)ccc1OC(=O)c1ccccc1[N+](=O)[O-]	·	0.0	9	0	-4	-1	1	2
Cc1c2ccncc2cc2c1[nH]c1ccccc12	5	0.1	8	-1	-1	25	3	-3
O=C(CCNc1n[nH]c(=O)[nH]c1=O)N/N=C/c1ccc(C(F)(F)F)cc1	4	0.5	·	·	-1	0	3	4
COc1cccc(CNC(=O)[C@@H]2CCCN2C(=O)[C@@H]2CCCN2C(=O)c2cccc(Cl)c2)c1	·	-0.1	·	·	-3	2	·	-1
O=C(Nc1cc(S(=O)(=O)N2CCOCC2)ccc1N1CCCCC1)c1ccccc1Br	3	-0.2	-11	1	-2	-1	-2	·
Cc1ccc(NC(=O)c2cc3ccccc3oc2=N)cc1	·	-0.1	-11	-1	-2	-2	-4	89*
COCCNC(=O)C1(C)CCCN(Cc2ccc(OCc3ccccc3)cc2)C1 (configuration not stated)	2	0.1	8	3	·	-4	5	-8
CN(C)CCCN(C(=O)c1ccc(S(=O)(=O)N2CCOCC2)cc1)c1nc2ccc(F)cc2s1	·	-0.1	-9	8	0	-8	-9	-14
Cc1ccc(C(=O)Nc2ccccc2C(=O)Nc2ccccn2)cc1Cl	·	-0.1	-18	-4	-7	-4	0	-25
C[C@H](CO)N1C[C@H](C)[C@@H](CN(C)Cc2ccc(C(F)(F)F)cc2)Oc2ccc(NC(=O)CCN3CCOCC3)cc2CC1=O	-7	0.0	31	0	7	-16	-3	-7
COCc1cc(=O)[nH]c(-c2csc(C)n2)n1	5	0.2	-4	2	4	0	·	19
CNC(=O)C[C@@H]1CC[C@H]2[C@@H](COc3ccc(NC(=O)c4cnccn4)cc3C(=O)N2C)O1	17	0.2	-9	-3	·	·	·	0
CN1C[C@H]2[C@@H](c3ccccc31)[C@H](CO)N2C(=O)Nc1ccccc1Cl	-9	0.0	4	-1	2	1	3	-18
Cc1ccc(S(=O)(=O)N[C@H]2CC[C@H](CC(=O)NCc3ccncn3)O[C@H]2CO)cc1	-5	0.3	-6	4	-4	-2	-1	-7
COc1cccc(OC)c1C(=O)NNS(=O)(=O)c1ccc2ccccc2c1	-1	0.3	·	0	2	-3	0	2
CSCCC(NC(=O)c1ccccc1)C(=O)NCc1ccc(S(N)(=O)=O)cc1 (configuration not stated)	9	0.0	-5	2	-4	2	0	1
CCOc1ccccc1Nc1ccc(C(=O)O)cc1N	3	0.5	7	3	-2	-11	-47	-6
O=C(c1ccccc1Br)N1CCc2c([nH]c3ccccc23)C1	0	0.4	2	0	-4	-15	-1	6
COc1ccc([C@H]2C[C@@H](n3cc(C4CC4)nn3)[C@H](O)CN2C(=O)c2cccs2)cc1	3	0.4	-8	·	-3	-2	2	1
O=C(O)c1cc(=O)[nH]c2ccc(S(=O)(=O)Nc3ccc(F)cc3)cc12	-3	0.0	-2	2	0	3	-1	-6

Quoted at random: 2 records from the list.
SMILES	PGC1a acetyl inh	Xi reactivation	Statin myotox sup	Cneo AK release	SIRT5 block	S100A4 MyoIIA	ERAP1 inh	LGR2 inh
COc1cc(C(=S)N2CCOCC2)ccc1OC(=O)c1ccccc1[N+](=O)[O-]	·	0.0	9	0	-4	-1	1	2
C[C@H](CO)N1C[C@H](C)[C@@H](CN(C)Cc2ccc(C(F)(F)F)cc2)Oc2ccc(NC(=O)CCN3CCOCC3)cc2CC1=O	-7	0.0	31	0	7	-16	-3	-7

(further entries)
SMILES	PGC1a acetyl inh	Xi reactivation	Statin myotox sup	Cneo AK release	SIRT5 block	S100A4 MyoIIA	ERAP1 inh	LGR2 inh
COc1ccc(S(=O)(=O)N(C)C[C@@H]2OCCCC[C@@H](C)Oc3ccc(NS(=O)(=O)c4ccccc4)cc3C(=O)N([C@H](C)CO)C[C@@H]2C)cc1	5	0.0	·	1	-20	-3	-2	11
CCN(CC)CCNC(=O)c1ccc(NC(=O)C2CCN(c3ncnc4sc(C)c(C)c34)CC2)cc1	0	0.0	-52	6	-1	-2	-1	-16
Cc1c(S(=O)(=O)N2CCOCC2)c(=O)n(C)c(=O)n1C	-4	-0.1	-10	-2	-1	3	3	5
C[C@@H]1CN([C@H](C)CO)C(=O)c2cc(NC(=O)Nc3ccc(F)cc3)ccc2O[C@@H](C)CCCCO[C@H]1CN(C)Cc1ccc(Cl)c(Cl)c1	12	-1.0	·	-1	-2	5	-1	31
CCCCNC(=O)Cn1cnc2ccc(S(=O)(=O)N3CCC(C)CC3)cc2c1=O	6	0.0	·	·	-3	14	-2	-3
COc1ccccc1N1CCN(C(=O)c2coc(=O)c(Br)c2)CC1	·	0.1	·	1	-8	-1	·	4
O=C(Nc1ccc(Cl)cc1)c1ccc2nsnc2c1	-9	0.0	-1	-1	0	1	-2	-78
O=S(=O)(c1ccccc1)N1CC[C@H]2[C@H](CO)Nc3ccc(Br)cc3[C@H]21	3	0.0	15	-2	5	-6	1	-2
CC(=O)Nc1cccc(-n2nnc(SCC(=O)c3ccccc3)n2)c1	4	0.0	-4	·	-2	-8	4	-65
O=C(C1CCOCC1)N1CC(=O)N2[C@H](C1)[C@@H](c1ccc(C#CCc3ccccc3)cc1)[C@@H]2CO	-3	0.0	·	·	-2	-3	0	13
Cc1cc(C)cc(NC(=O)c2cccnc2)c1	-5	0.1	0	5	-1	-1	3	2
CC(=O)Nc1ccc2c(c1)C(=O)N(C)[C@H]1CC[C@H](CC(=O)Nc3cn(C)nc3C)O[C@@H]1CO2	-7	0.0	-11	·	·	17	·	-13
CC1CCCC(NC(=O)CSc2nnc(C(F)(F)F)n2C)C1C (configuration not stated)	-2	0.2	-10	3	-4	-4	-1	-10
C[C@H](CO)N1C[C@H](C)[C@H](CN(C)Cc2ccc3c(c2)OCO3)Oc2ccc(NS(=O)(=O)c3ccc(F)cc3)cc2CC1=O	4	0.1	?	-7	0	6	·	17
C[C@H](CO)N1C[C@H](C)[C@@H](CN(C)C(=O)Nc2cccc3ccccc23)Oc2ccc(NC(=O)Nc3ccc4c(c3)OCO4)cc2CC1=O	-5	-1.0	44	1	7	-7	0	-8
CCc1cccc(OCC2Cn3c(nc4c3c(=O)n(C)c(=O)n4C)O2)c1 (configuration not stated)	-16	0.3	2	3	-2	4	·	9
O=C(O)C[C@H]1c2cc(F)ccc2S(=O)(=O)N1C1CCN(Cc2ccccc2)CC1	0	0.0	2	-1	-1	2	-6	3
COc1ccc(C(C(=O)Nc2ccc3c(c2)OCCO3)n2c(=O)c(-c3cc4ccccc4[nH]3)nc3ccccc32)cc1 (configuration not stated)	·	-0.1	·	·	·	-9	-1	-13
O=C(NCCS(=O)(=O)N1CCN(C(=O)c2ccco2)CC1)c1ccccc1	-17	-0.1	4	-1	·	-2	3	12
COc1cccc2sc(N(CCCN(C)C)C(=O)CCS(=O)(=O)c3ccccc3)nc12	18	0.0	-4	-1	-5	-6	-3	2

Brought forward from above: three entries, followed by the next part.
SMILES	PGC1a acetyl inh	Xi reactivation	Statin myotox sup	Cneo AK release	SIRT5 block	S100A4 MyoIIA	ERAP1 inh	LGR2 inh
COc1ccc(C(C(=O)Nc2ccc3c(c2)OCCO3)n2c(=O)c(-c3cc4ccccc4[nH]3)nc3ccccc32)cc1 (configuration not stated)	·	-0.1	·	·	·	-9	-1	-13
O=C(NCCS(=O)(=O)N1CCN(C(=O)c2ccco2)CC1)c1ccccc1	-17	-0.1	4	-1	·	-2	3	12
COc1cccc2sc(N(CCCN(C)C)C(=O)CCS(=O)(=O)c3ccccc3)nc12	18	0.0	-4	-1	-5	-6	-3	2
CN1CCN(C(=O)c2cc3c(c(-c4cccc(-c5ccc(C(=O)N(C)C)cc5)c4)n2)[C@@H](CCO)N([S@](=O)C(C)(C)C)C3)CC1	1	0.0	11	-9	-4	-21	-3	23
NC(=O)c1ccc(-n2nnnc2SCC(=O)Nc2ccccc2)cc1	14	0.3	5	3	1	-4	·	28
CN(C)CCN=Cc1c(O)n(-c2ccc(S(=O)(=O)N3CCOCC3)cc2)c(=O)c2ccccc12	-5	-0.1	-6	-1	-2	0	0	-18
CCCNC(=O)N1C[C@H]2[C@@H](c3ccccc31)[C@H](CO)N2C(=O)NCCC	3	0.0	6	-7	-1	-2	2	4
CC(C)CCc1noc(CN2CCN(CC(=O)NC(C)C)CC2)n1	-1	0.4	7	0	0	-4	-3	-15
